Compound activity deposited in PubChem BioAssay by several laboratories.
HTR5A inv ag: HTR5A inverse agonism, opioid heterodimer counter-screen; P47898; HTR5A cell line, luminescence; inhibition, % at 9.3 µM; actives 0.083% (n = 340,000); in the data active = inhibition mostly above about 23%, no sharp cut-off; inactive = mostly below about 18%;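 also: 0% = cells with DMSO and 100% = no-cell wells with DMSO; some compounds called inactive have numbers as strong as hits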
Target sequence (P47898 whole entry, looked up): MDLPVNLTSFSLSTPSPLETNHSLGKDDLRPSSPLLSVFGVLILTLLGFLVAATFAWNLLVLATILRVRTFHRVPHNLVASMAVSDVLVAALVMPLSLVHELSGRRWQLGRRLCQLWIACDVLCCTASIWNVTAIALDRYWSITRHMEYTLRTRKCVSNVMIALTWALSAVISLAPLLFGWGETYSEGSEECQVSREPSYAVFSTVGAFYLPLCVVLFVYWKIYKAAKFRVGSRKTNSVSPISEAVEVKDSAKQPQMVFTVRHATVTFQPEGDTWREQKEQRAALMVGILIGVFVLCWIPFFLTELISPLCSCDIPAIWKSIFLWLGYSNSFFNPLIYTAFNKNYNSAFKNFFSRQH
MOR-DOR ag: OPRM1-OPRD1 heterodimerization agonism. P35372+P41143. cells, luminescence. activation, % at 9.3 µM. actives 0.3% (n = 340,000). AID 504326; in the data active = activation above about 18%;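 also: 0% = vehicle-treated cells and 100% = reference agonist; values of inactives mirror those of a sister screen read the other way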
PKA-R2B act: activates the human PKA-R2B holoenzyme complex. P22694+P31323. PKA-R2B holoenzyme dissociation, Cy5-IP20 fluorescence polarization; R2B truncated from residue 108, S112A mutant; 0% DMSO only, 100% 113 µM cGMP. activation, % at 11.4 µM. actives 0.079% (n = 340,000);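 active = activation above a cutoff set at the mean over all compounds plus 3 SD, cut at about 18% in these data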;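 also: higher means more holoenzyme dissociation and a rise in polarization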
Target sequence (P31323 whole entry, looked up, other chains not shown, the tested form may be a part): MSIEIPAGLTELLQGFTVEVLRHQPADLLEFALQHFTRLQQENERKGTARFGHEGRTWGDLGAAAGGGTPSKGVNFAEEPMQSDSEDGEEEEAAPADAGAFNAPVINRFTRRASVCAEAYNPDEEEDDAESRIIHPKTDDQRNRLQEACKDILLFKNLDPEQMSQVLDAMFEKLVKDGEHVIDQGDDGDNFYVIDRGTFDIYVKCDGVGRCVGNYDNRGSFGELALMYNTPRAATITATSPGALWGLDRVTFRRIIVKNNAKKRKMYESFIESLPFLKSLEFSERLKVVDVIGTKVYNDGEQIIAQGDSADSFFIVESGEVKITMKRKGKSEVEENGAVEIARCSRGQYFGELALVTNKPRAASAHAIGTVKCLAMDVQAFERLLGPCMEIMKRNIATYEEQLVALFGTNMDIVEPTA
Mot1-301 SUMO: inhibitors of SUMOylation pathway: yeast Mot1-301 growth rescue. S. cerevisiae Mot1-301 growth rescue, ATP luminescence, 38.5C; percent above DMSO median, 100 means doubled. growth rescue, % at 18.8 µM. actives 1% (n = 320,000). AID 2716;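 active = every valid replicate shows activation above 250% relative to neutral control wells; inactive = the rest, any valid replicate at or below 250%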;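 also: OY570 slx delta 5 strain wells were the positive control but not used for scaling; some compounds called inactive have numbers as strong as hits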
Tat export inh: E. coli Tat transport inhibition. E. coli MC4100 TorA-mCherry Tat export, fluorescence. inhibition, % at 10 µM. actives 0.036% (n = 340,000). AID 488895;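 active = mean replicate inhibition at least 50% and at least half of replicates individually reaching 50%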;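 also: exported cargo escapes ClpAP degradation while cytoplasmic cargo is degraded and loses fluorescence; 0% = median of neutral control wells and 100% = median of NaSCN control wells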
PKA-R1A activ: activates the PKA-R1A holoenzyme complex; actives 0.083% (n = 340,000); activation, % at 11.4 µM; PKA-R1A dissociation, Cy5-IP20 fluorescence polarization; scaled: DMSO 0%, 113 µM cGMP 100%;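 active = percent activation above the mean of all tested compounds plus 3 SD, cut at about 19% in these data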;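 also: higher means more PKAc released from R1A so a rise in polarization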
MOR-DOR inv ag: inverse agonists of human mu-delta opioid receptor heterodimerization. cell-based MOR-DOR heterodimer luminescence, inverse agonism. inhibition, % at 9.3 µM. AID 504357. actives 0.21% (n = 340,000); in the data active = inhibition above about 22%, passing the limit was not always enough;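 also: 0% = cells with DMSO and 100% = wells without cells with DMSO; values of inactives mirror those of a sister screen read the other way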
PfHsp90 yeast 2: inhibits growth of yeast expressing Plasmodium falciparum Hsp90; S. cerevisiae expressing PfHsp90, BacTiter-Glo ATP, 48 h; yeast lacking PDR1 and PDR3 efflux regulators; inhibition, % at 9.4 µM; actives 0.32% (n = 310,000);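 active = every replicate shows inhibition above about 80%, whatever the replicate mean, limit read from the data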;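 also: 0% = DMSO neutral controls and 100% = 20 µM radicicol positive controls; yeast relying on Plasmodium falciparum Hsp90 in place of its own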
Ecoli viability: counter-screen for AddAB inhibitors: E. coli growth inhibition; E. coli V3065 growth, OD600 absorbance, 18 h; inhibition, % at 11.9 µM; actives 0.27% (n = 330,000); AID 449728;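 active = inhibition above the campaign's mean inhibition across all tested compounds plus 3 SD, cut at about 9.9% in these data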;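 also: uninfected addAB+ strain grown without phage in ampicillin broth; 0% = DMSO wells and 100% = ciprofloxacin 0.95 µg/ml wells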
phage Ecoli inh: E. coli growth loss with phage present; growth absorbance; inhibition, % at 11.9 µM; actives 0.26% (n = 360,000); in the data active = inhibition above about 11%
AddAB inh: less growth of phage-infected E. coli with AddAB; E. coli expressing H. pylori AddAB, absorbance growth; inhibition, % at 11.9 µM; actives 0.29% (n = 330,000); in the data active = inhibition above about 12%;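 also: 0% = vehicle wells of infected cells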
Numbers without * were called inactive; i = inactive; . = not tested or not shown.

SMILES | HTR5A inv ag | MOR-DOR ag | PKA-R2B act | Mot1-301 SUMO | Tat export inh | PKA-R1A activ | MOR-DOR inv ag | PfHsp90 yeast 2 | Ecoli viability | phage Ecoli inh | AddAB inh
Cc1ccc(OCC(=O)N(Cc2ccc(N(C)C)cc2)C2CCS(=O)(=O)C2)cc1 (stereo unspecified) | -40 | -1.2 | -4 | 449 | -4 | -6 | 7 | 1 | 0.2 | 0.9 | 0.5
CCn1c(Sc2ccc([N+](=O)[O-])cn2)nnc1-c1ccco1 | -3 | 0.7 | 0 | 7 | 11 | -11 | -5 | 21 | -1.8 | 1.8 | 4.8
COCCn1c(N)c(N(Cc2ccccc2)C(=O)Cc2ccccc2F)c(=O)[nH]c1=O | 3 | -1.2 | -2 | 0 | -1 | 8 | 6 | -2 | -3.0 | 2.3 | -0.1
Cc1ccc(NC(=S)NN2CCN(C)CC2)c(C)c1 | -4 | -3.2 | 5 | i | 0 | 4 | 16 | -11 | 1.5 | 5.8 | 2.0
O=S(=O)(Nc1cccc(Cl)c1)c1cccc(-n2cnnn2)c1 | 7 | -2.2 | -9 | 0 | -3 | -12 | 12 | . | -0.7 | 2.9 | -1.3
Cc1ccc(CNC(=O)c2ccc(N3CCC4(CC3)CC(c3ccccc3)=NO4)c(NC(=O)c3ccco3)c2)cc1 | 12 | -3.5 | -8 | 2 | -2 | 2 | 16 | -8 | -0.4 | 5.3 | -1.3
CCNCc1cc([N+](=O)[O-])ccc1OCC | 9 | -4.5 | -3 | 362 | -3 | -4 | 23 | -1 | 0.3 | 1.5 | 2.1
O=C(c1ccccc1)N1CCN(CC2CC=CCC2)CC1 (stereo unspecified) | -1 | -2.2 | -8 | -4 | 3 | -1 | 11 | 52 | -3.4 | -1.3 | 1.3
CCOC(=O)c1c(/N=C/c2ccc(C)cc2O)sc2c1CCC2 | -38 | 3.6 | 3 | -7 | -9 | 14 | -18 | -3 | 1.6 | 1.0 | 4.3
Cc1cccc(N2C(=O)N3[C@H]4c5ccccc5OC[C@@H]4[C@@H](c4ccccc4)[C@@]3(C)C2=O)c1 | 8 | 3.8 | 5 | 7 | -10 | 2 | -22 | -38 | -1.1 | 2.3 | 2.4
Oc1ccccc1/C=N/Nc1cc(N2CCCC2)nc(N2CCCC2)n1 | 0 | 1.6 | -5 | -1 | -1 | -1 | -9 | -26 | 0.9 | 0.0 | 0.5
Cc1ccc(CC(=O)OCC(=O)c2ccc[nH]2)cc1C | -11 | -1.8 | -5 | 19 | 1 | 1 | 7 | -1 | 3.1 | 2.2 | 3.4
CCC(=O)c1ccc(OCC(=O)c2ccc3c(c2)NC(=O)CO3)cc1 | -32 | -1.6 | -4 | 2 | 2 | 1 | 8 | -8 | 1.5 | -1.9 | 1.1
COn1c(=O)c(-c2ccc(Cl)cc2)[n+]([O-])c2ccccc21 | 7 | -0.7 | 2 | 342 | -13 | -9 | 4 | 24 | 1.1 | 3.0 | 2.0
COc1cccc(-c2nc(N3CCC(C)CC3)c3ccccc3n2)c1O | 17 | 1.1 | -5 | -2 | 14 | 3 | -7 | 6 | -1.3 | 0.3 | -2.8

Single records, as listed above. Screens in order: HTR5A inv ag	MOR-DOR ag	PKA-R2B act	Mot1-301 SUMO	Tat export inh	PKA-R1A activ	MOR-DOR inv ag	PfHsp90 yeast 2	Ecoli viability	phage Ecoli inh	AddAB inh
Cc1cccc(N2C(=O)N3[C@H]4c5ccccc5OC[C@@H]4[C@@H](c4ccccc4)[C@@]3(C)C2=O)c1 across the screens: 8	3.8	5	7	-10	2	-22	-38	-1.1	2.3	2.4
O=C(c1ccccc1)N1CCN(CC2CC=CCC2)CC1 (stereo unspecified) across the screens: -1	-2.2	-8	-4	3	-1	11	52	-3.4	-1.3	1.3
CCn1c(Sc2ccc([N+](=O)[O-])cn2)nnc1-c1ccco1 across the screens: -3	0.7	0	7	11	-11	-5	21	-1.8	1.8	4.8
COCCn1c(N)c(N(Cc2ccccc2)C(=O)Cc2ccccc2F)c(=O)[nH]c1=O across the screens: 3	-1.2	-2	0	-1	8	6	-2	-3.0	2.3	-0.1

(list continues)
SMILES | HTR5A inv ag | MOR-DOR ag | PKA-R2B act | Mot1-301 SUMO | Tat export inh | PKA-R1A activ | MOR-DOR inv ag | PfHsp90 yeast 2 | Ecoli viability | phage Ecoli inh | AddAB inh
Cc1ccc(S(=O)(=O)N(C)c2ccc(C(=O)N(C)Cc3nc4ccccc4c(=O)[nH]3)cc2)cc1 | 8 | -1.4 | -3 | . | -5 | -1 | 7 | 15 | . | -1.3 | .
CCC1(CC)NC(=S)NC1=S | 21 | -1.2 | 1 | . | 10 | 6 | 6 | . | . | 2.6 | .
Cc1ccc(CN2CN(S(=O)(=O)c3cccs3)c3nc4ccccc4nc32)cc1 | -2 | 7.5 | -6 | 4 | -3 | 0 | -43 | -8 | 2.4 | 0.8 | 2.4
COCc1cc(/C=N\NC(=O)COc2ccccc2)ccc1OC | 13 | -2.6 | 1 | 13 | -6 | -7 | 16 | 29 | -0.8 | 1.5 | -1.1
Cc1cc(=O)oc2cc3c(cc12)OCCN3 | -12 | -0.3 | -10 | -4 | 22 | -3 | 2 | 17 | 2.6 | 2.5 | 1.6
COc1ccc(S(=O)(=O)N2CCN(C)CC2)cn1 | 8 | -2.8 | -12 | -2 | -1 | -11 | 15 | 4 | 3.1 | -0.2 | 2.0
COC(=O)/C(=C\Nc1ccc(Cl)cc1Cl)NC(=O)c1ccc(Cl)cc1Cl | -21 | -1.0 | 2 | -11 | 2 | -13 | 6 | -4 | 0.0 | -0.8 | 0.3
O=C(Nc1nccs1)C1CCN(S(=O)(=O)c2cccnc2)CC1 | -23 | -0.7 | -10 | -12 | 5 | -8 | 4 | 11 | -0.3 | 2.4 | 1.5
CCCc1cc(=O)[nH]c(SCC(=O)NC2CCCCC2)n1 | 13 | -0.2 | -5 | -10 | -5 | -6 | 1 | 12 | -0.3 | 2.8 | 5.0
CCOC(=O)Nc1ccc2c(c1)N(C(=O)CN)c1ccccc1CC2 | -18 | -2.0 | 14 | -4 | 3 | 9 | 9 | -14 | -1.6 | 3.3 | 1.7
CC(=O)NCCNS(=O)(=O)c1ccc(C)c([N+](=O)[O-])c1 | -3 | -1.1 | 11 | 2 | 4 | -3 | 5 | -17 | 0.5 | 2.5 | 0.2
CC(C)CCN1C(N(C)C)=NC[C@@H]1C | 3 | -1.2 | -4 | -2 | -5 | -4 | 6 | 5 | -0.3 | 1.5 | 1.6
Clc1ccc(OCc2nc3ccccc3[nH]2)cc1 | -8 | -1.1 | 2 | -16 | 6 | 7 | 6 | 3 | 1.8 | 2.7 | 1.8
O=C(c1cc2ccccc2cc1OCC(O)CN1CCCCC1)N1CCCCC1 (stereo unspecified) | -11 | -1.4 | 3 | . | -6 | -2 | 8 | -7 | . | 0.8 | .
COc1ccc(NC(C)=O)cc1S(=O)(=O)Nc1ccccc1C(=O)N1CCCC1 | -6 | -0.1 | -5 | -3 | -17 | -2 | 0 | -12 | -1.2 | 3.4 | -0.6
C=CCNc1nc2c(c(=O)[nH]c(=O)n2C)n1CCOc1ccccc1 | -20 | -1.2 | -9 | 354 | 4 | 0 | 6 | -10 | -0.5 | 5.6 | 4.0
Cc1noc(C(=O)Nc2ccc(F)c(Cl)c2)c1Cl | -10 | 4.1 | -7 | 87 | 6 | 3 | -23 | -3 | -1.0 | 4.5 | 1.3
COC(=O)/C(C#N)=C/c1c(N2CCCCCC2)nc2ccccn2c1=O | 18 | -3.5 | -3 | 24 | 0 | -9 | 16 | 9 | 0.6 | 2.1 | -1.2
CCn1c(C)nc2cc(C(=O)NNC(=S)Nc3ccccc3Cl)ccc21 | -35 | -3.3 | -11 | 8 | 8 | -4 | 17 | -9 | -0.3 | 2.9 | 3.0
CCOC(=O)c1sc(NC(=O)c2cccc(S(=O)(=O)N3CCc4ccccc43)c2)c(C#N)c1C | 4 | 2.0 | -8 | 217 | 32 | -15 | -10 | -2 | -1.7 | 1.8 | -2.5
CSC1=NSC2=NC(=O)/C(=C/c3coc4ccccc4c3=O)C(=N)N12 | -19 | -4.4 | 0 | 20 | 11 | -12 | 22 | -20 | 0.8 | 3.3 | 0.0
Cc1cc(OC(=O)c2ccccc2)c([N+](=O)[O-])c(=O)[nH]1 | 0 | 0.5 | 7 | . | -1 | -3 | -3 | -5 | . | 1.9 | .
O=C(NC(=S)Nc1cc(Cl)ccc1O)c1cccc(Br)c1 | 23 | -2.7 | 4 | 31 | 6 | -6 | 13 | 4 | 3.4 | 0.6 | 0.7
CC(C)OP(=O)(OC(C)C)C(C)NC(=O)Cc1ccccc1 (stereo unspecified) | -24 | -1.9 | -3 | . | -1 | -9 | 10 | 5 | 0.7 | 3.2 | -1.2
CCOC(=O)CSc1ncc(-c2ccc([N+](=O)[O-])cc2)[nH]1 | 1 | -0.9 | -1 | 241 | -1 | -6 | 5 | -6 | -0.3 | 3.4 | -1.6
Cc1ncc(CO)c2c1OC(C)(C)OC2 | 20 | -0.9 | -3 | -6 | 0 | -14 | 5 | -5 | 0.7 | 1.2 | 0.6
c1ccc(Nc2ncnc3sc4c(c23)CCC4)cc1 | 3 | 2.2 | 4 | -17 | 7 | -13 | -12 | -10 | -0.4 | 0.0 | 1.3
CCOc1cc(/C=C2\C(=N)N3N=CSC3=NC2=O)ccc1OS(=O)(=O)c1ccccc1 | -6 | -2.3 | 6 | -13 | 0 | -9 | 13 | . | 0.4 | -1.8 | 2.8
COCCN(Cc1cc2cc(C)ccc2n2nnnc12)C(=S)Nc1ccccc1C | 24 | -2.8 | 2 | 20 | 5 | -10 | 15 | -13 | -0.2 | 2.2 | 0.2
COc1ccc(N2CCN(Cc3cc4c(cc3O)CCC4)CC2)cc1 | -2 | 0.4 | -10 | -5 | 1 | 3 | -2 | 17 | 1.2 | 4.5 | 4.5
CCn1cc(CN2CCC(n3nccc3NC(=O)c3ccccc3OC)CC2)cn1 | -7 | -1.3 | 2 | 5 | -1 | -10 | 7 | 9 | 1.1 | 1.3 | 2.7
COc1cccc(CC2(CO)CCCN(Cc3[nH]c4ccc(C)cc4c3C)C2)c1 (stereo unspecified) | -1 | 7.8 | -2 | -3 | 4 | 7 | -41 | 7 | 0.7 | 1.1 | 1.1
Cc1ccccc1NC(=O)Nc1ccccc1Br | 15 | 2.2 | -6 | 22 | 7 | -5 | -12 | -5 | 1.4 | 2.0 | -0.8
COc1ccc(CCNC(=O)COC(=O)c2cc(OC)c(OC)cc2OC)cc1 | -17 | -2.4 | 0 | 4 | -5 | 6 | 12 | -17 | -0.6 | 2.4 | 0.9
O=C(CCl)N(C/C=C/c1ccccc1)c1ccc2c(c1)OCCO2 | -180 | 38* | 11 | 10 | 7 | -4 | -174 | 7 | -1.0 | -3.5 | 1.8
O=C(CN1CCN(c2cnn(-c3ccccc3)c(=O)c2Cl)CC1)NC1CCS(=O)(=O)C1 (stereo unspecified) | -22 | -2.2 | -2 | . | 3 | -4 | 11 | 7 | . | 3.0 | .
O=S(=O)(c1ccccc1)N1CCC(O)(CN2CCN(c3ccccc3)CC2)CC1 | 5 | -4.0 | 2 | 2 | 0 | -1 | 18 | -22 | . | 0.9 | .
